L3MBTL1 block: qHTS Assay for the Inhibitors of L3MBTL1; hit rate 0.66% among 230,000; AID 485360, 2010; Potency, µM (titrated, usually from 57.1 µM), for the others: at the highest dose activity, negative = inhibition, actives largely listed as inhibitors; AlphaScreen L3MBTL1–H3K9me1 peptide binding; active = well fitted inhibition curve with a large enough effect; inconclusive = small, poorly fitted or top-dose-only effect; inactive = no such curve, though single readings can be large or run the other way; note: nearly all actives have a fitted effect of over 60% in size
Target sequence (Q9Y468 whole entry, looked up): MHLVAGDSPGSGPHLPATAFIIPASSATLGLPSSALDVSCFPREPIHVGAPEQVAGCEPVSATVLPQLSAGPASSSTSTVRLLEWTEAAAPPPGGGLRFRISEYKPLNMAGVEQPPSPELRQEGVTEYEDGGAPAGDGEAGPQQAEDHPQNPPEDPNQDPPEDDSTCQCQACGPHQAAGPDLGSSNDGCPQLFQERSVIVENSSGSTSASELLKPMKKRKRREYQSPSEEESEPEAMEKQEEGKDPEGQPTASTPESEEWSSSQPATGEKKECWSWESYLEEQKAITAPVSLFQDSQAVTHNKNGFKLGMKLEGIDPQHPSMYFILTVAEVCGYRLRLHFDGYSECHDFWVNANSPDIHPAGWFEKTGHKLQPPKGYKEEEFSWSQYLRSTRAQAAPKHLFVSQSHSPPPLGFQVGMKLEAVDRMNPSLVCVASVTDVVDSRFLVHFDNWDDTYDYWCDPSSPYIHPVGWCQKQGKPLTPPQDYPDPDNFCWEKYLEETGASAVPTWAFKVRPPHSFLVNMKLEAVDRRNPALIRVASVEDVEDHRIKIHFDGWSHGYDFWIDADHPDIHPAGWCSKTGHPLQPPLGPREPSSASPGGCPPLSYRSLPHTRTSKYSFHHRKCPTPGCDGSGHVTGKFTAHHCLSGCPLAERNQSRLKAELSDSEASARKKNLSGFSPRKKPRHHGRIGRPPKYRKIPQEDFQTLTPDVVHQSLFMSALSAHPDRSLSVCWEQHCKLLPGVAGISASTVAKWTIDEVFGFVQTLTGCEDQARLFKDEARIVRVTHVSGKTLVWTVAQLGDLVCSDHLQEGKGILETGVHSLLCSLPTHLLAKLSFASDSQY
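L3MBTL1 (50 nM) pre-complexed 30 min with biotinylated H3(1-15)K9me1 peptide (75 nM), then compounds added for 30 min at room temperature; AlphaScreen streptavidin donor/nickel chelate acceptor beads (10 ug/mL final) read after 30 min dark incubation.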
* = called active by the depositor; ? = inconclusive; & = joins results of further samples; [ ] = remark or other dose. % is set by controls: 0 for no effect and ±100 for the full control effect; potency is the fitted concentration of half-maximal effect. Only part of the results is shown; rates above refer to the full screens.

The opening six records as a preview:
mol,L3MBTL1 block
O=CNCCc1nc2ccccc2n1CCc1ccccc1,-4%
CC[C@]12c3[nH]c4ccccc4c3CCN1C(=O)C(CC(=O)NCc1cccc(C(F)(F)F)c1)C[C@@H]2C(=O)N1CCN(C(=O)c2ccco2)CC1 (stereo partly drawn),-6%
O=C1[C@H](Oc2ccccc2)[C@@H](c2ccncc2)N1c1ccncc1,6%
CCc1ccc(NS(=O)(=O)c2cc3c4c(c2)CCN4C(=O)CC3)cc1,-4%
O=S(=O)(NC1C2CC3CC(C2)CC1C3)c1ccc(F)cc1 (stereo not drawn),7%
Cc1cc(=O)oc2cc(NC(=O)c3cc(F)ccc3F)ccc12,-2%

The whole of this part, from the start:
mol,L3MBTL1 block
O=CNCCc1nc2ccccc2n1CCc1ccccc1,-4%
CC[C@]12c3[nH]c4ccccc4c3CCN1C(=O)C(CC(=O)NCc1cccc(C(F)(F)F)c1)C[C@@H]2C(=O)N1CCN(C(=O)c2ccco2)CC1 (stereo partly drawn),-6%
O=C1[C@H](Oc2ccccc2)[C@@H](c2ccncc2)N1c1ccncc1,6%
CCc1ccc(NS(=O)(=O)c2cc3c4c(c2)CCN4C(=O)CC3)cc1,-4%
O=S(=O)(NC1C2CC3CC(C2)CC1C3)c1ccc(F)cc1 (stereo not drawn),7%
Cc1cc(=O)oc2cc(NC(=O)c3cc(F)ccc3F)ccc12,-2%
CN(C(=O)CSc1nnc(-c2c[nH]c3ccccc23)n1C1CC1)C1CCS(=O)(=O)C1 (stereo not drawn),2%
CC1CCC(NC(=O)c2cc(S(=O)(=O)N3CCCCC3)ccc2N2CCOCC2)CC1 (stereo not drawn),-4%
Oc1cc(NCc2ccc(F)cc2)cc2cccnc12,6%&-2%
COc1ccccc1NC(=O)c1ccc(NC(=O)CN2CCCCC2)cc1,-5%
CCN(CC)c1ccc(NC(=O)C2CCCC2)cc1,-15%
CCOC(=O)C(C)OC(=O)C1=C(C)NC(=O)NC1c1ccc2c(c1)OCO2 (stereo not drawn),0%
COc1cc(OC)c(C(=O)NC23CC4CC(CC(C4)C2)C3)cc1OC,1%
CC(C)CCC1(C)NC(=O)N(CC(=O)c2ccc[nH]2)C1=O (stereo not drawn),?
C[C@H]1CN([C@@H](C)CO)C(=O)Cc2cc(NC(=O)Cn3cnnn3)ccc2O[C@H]1CN(C)Cc1ccncc1,-3%
O=C(COc1ccc(Cl)cc1)Nc1cccc(S(=O)(=O)NC2=NCCCCC2)c1,4%
O=C(NCc1ccc2c(c1)OCO2)c1cc([N+](=O)[O-])ccc1N1CCOCC1,6%
COc1cccc(/C=C/C(=O)OCC(=O)NC2CC2)c1OC,4%
C#CCOCCOCCOCCNc1nc(N2CCN(C(=O)[C@H](CCC(=O)O)n3cc([C@@H](N)CO)nn3)CC2)nc(N2CCN(C(=O)[C@H](CCC(=O)O)n3cc([C@@H](N)CCSC)nn3)CC2)n1,?
O=C1Nc2ccc(S(=O)(=O)NCCCO)c3cccc1c23,6%
CCOC(=O)c1ccc(NC(=S)N2CCN(C)CC2)cc1,-7%
COc1ccc(C(=O)NCC(=O)OCc2nc(N)nc(Nc3ccccc3C)n2)cc1,2%
COc1ccc(S(=O)(=O)Nc2cccc3c2O[C@H](CN(C)S(=O)(=O)c2ccc(OC)cc2)[C@@H](C)CN([C@H](C)CO)C3=O)cc1,-1%
O=C(NC12CC3CC(CC(C3)C1)C2)c1ccc([N+](=O)[O-])cc1,1%
Cc1ccc(C2=N/C(=C\c3cccc(F)c3)C(=O)O2)cc1,-3%
CCCC(C(=O)Nc1cccc(S(=O)(=O)N2CCCC2)c1)c1ccccc1 (stereo not drawn),-6%
Cc1cccc(NC(=O)C2CC2c2ccccc2)c1C (stereo not drawn),10%
O=C1OC(CC(=O)N(Cc2nnc(-c3ccccc3Cl)o2)C2CC2)c2ccccc21 (stereo not drawn),0%
COc1ccc(NC(=S)NC(=O)c2cccnc2)cc1,4%
O=C(COC(=O)c1ccc([N+](=O)[O-])cc1)Nc1ccc(Cl)cn1,-10%
CCN1CCN(C(=O)/C=C/c2ccc(OC)c(OC)c2)CC1,-4%
CN(C(=O)COC(=O)C1CCN(S(=O)(=O)c2ccc3c(c2)OCCO3)CC1)c1ccccc1,-7%
COc1ccc(CN(C)C(=O)Cc2ccc(OC)c(S(=O)(=O)N3CCOCC3)c2)cc1OC,6%
CCc1ccc(C(=O)C(C)OC(=O)c2nc3nc(C)cc(C)n3n2)cc1 (stereo not drawn),5%
c1ccc(Cn2cc(-c3cccnc3)cn2)cc1,30%
Cc1ccc2nc(SCC(=O)N3CCCCCC3)nc(=O)n2c1,0%
COc1ccc(C2CC(c3cccs3)=NN2C(=O)CSc2nc(=O)n3cc(C)ccc3n2)cc1 (stereo not drawn),1%
CC[C@]12c3[nH]c4cc(CCC(=O)N(C)C)ccc4c3CCN1C(=O)[C@@H](CC(=O)NCc1cccc(C(F)(F)F)c1)C[C@@H]2C(=O)N1CCN(C(=O)c2ccco2)CC1,2%
O=C(COC(=O)CCC(=O)c1ccc(F)cc1)Nc1nnc(-c2ccccc2)o1,12%
O=C(COC(=O)c1ncc(Cl)c(Cl)c1Cl)NNC(=O)c1ccccc1,2%
CCOc1ncccc1C(=O)OCC(=O)Nc1ccc(S(=O)(=O)N2CCCC2)cc1,0%
COc1ccc(C(C)(C)C)cc1NC(=O)CCN1C(=O)NC(C)(C)C1=O,-5%
Cc1ccc(S(=O)(=O)Nc2cc3c4c(c2)CCN4C(=O)CC3)cc1,-1%
COCC(=O)Nc1cc(C)cn(Cc2cccc(C(F)(F)F)c2)c1=O,-7%
O=C(COC(=O)c1ccc([N+](=O)[O-])o1)Nc1ccc(N2CCOCC2)cc1,-8%
Cc1sc(NC(=O)CS(=O)(=O)c2ccccc2)c(C(N)=O)c1C,9%
Cc1ccnc(NC(=O)CNC(=O)Cc2cccc3ccccc23)c1,-7%
Cc1ccc(N2CC(NS(=O)(=O)c3cccnc3)CC2=O)cc1 (stereo not drawn),4%
O=C(NNC(=O)C1CCC1)c1ccccc1,-4%
Cc1ccc(N2CC(C(=O)Nc3cc(Cl)ccc3-n3cncn3)CC2=O)cc1 (stereo not drawn),7%
COc1cc(C(=O)NCCC(c2ccccc2)c2ccccc2)cc(OC)c1OC,6%
CC(C)N(Cc1ccccc1)C(=O)COC(=O)C1CCCCC1,-2%
CC(C)[C@H]1COCCS(=O)(=O)N1Cc1ccccc1-c1cccc(Cl)c1,-12%
CC1CCCC(C)N1C(=O)COC(=O)c1ccc(Br)o1 (stereo not drawn),4%
O=C(Nc1cccnc1)c1cccc(S(=O)(=O)Nc2ccccc2F)c1,-6%
NS(=O)(=O)c1ccc(NC(=O)COC(=O)CC2Sc3ccccc3NC2=O)cc1 (stereo not drawn),2%
CN(C(=O)COc1ncnc2sccc12)C1CCCCC1,3%
CCN(CC(=O)Nc1ccc(NC(C)=O)cc1)C(=O)CCCc1nc2ccccc2s1,-4%
Cc1cccc(OC(C)C(=O)N2CCc3ccccc3C2)c1 (stereo not drawn),2%
O=C(CCn1c(=O)oc2ccccc21)NCc1ccco1,-3%

(cont.)
mol,L3MBTL1 block
COc1cc(C(C)=O)ccc1OCC(O)CN1CCN(c2ccc(C)c(C)c2)CC1 (stereo not drawn),-6%[2.29 µM]
CN(C(=O)COC(=O)/C=C/c1ccc(F)cc1)c1c(N)n(Cc2ccccc2)c(=O)[nH]c1=O,-1%
C=CCSc1nnc(NC(=O)CCN2C(=O)C3CC=CCC3C2=O)s1 (stereo not drawn),6%
O=C(O)c1ccc(N=N/C(=N\Nc2ccc(C(=O)O)cc2)c2ccccc2)cc1,?
Cc1ccc(OCC(=O)N(C)CC(=O)Nc2ccc(N3CCOCC3)cc2)cc1,0%
Cc1ccc(NC(=O)CN(C)C(=O)c2ccccc2OCc2c(C)noc2C)cc1,-1%
COC(=O)c1ccccc1S(=O)(=O)N1CCC(C(=O)NC2=NCCS2)CC1,5%
O=C(COc1ccc(Cl)cc1)Nc1ccc(CN2CCOCC2)cc1,-6%
CCOc1cc(NC(=O)Nc2ccccc2)c(OCC)cc1NC(=O)CC,5%
CCCN(CC(=O)Nc1ccccc1C)C(=O)Cc1c(C)nc2ccccc2c1C,-21%
COc1cccc(CN(C)C(=O)CNC(=O)c2sc3ccccc3c2Cl)c1OC,-7%
C[C@H](CO)N1C[C@H](C)[C@@H](CN(C)Cc2ccncc2)Oc2ccc(NC(=O)Cn3cnnn3)cc2C1=O,2%
CCC(C)[C@H](NC(=O)N1CC(=O)Nc2ccccc21)C(=O)N[C@H](Cc1c[nH]c2ccccc12)C(=O)O (stereo partly drawn),45%[activator]
COC(=O)CSc1nc2ccccc2c(=O)n1Cc1ccccc1,5%
CN(C)Cc1c(O)ccc2cc(-c3nc4ccccc4n3C)c(=O)oc12,1%
CCC(C)c1ccc(C(CC)NC(=O)C2CCCO2)cc1 (stereo not drawn),13%
Cc1cc(F)ccc1S(=O)(=O)NCC(c1ccc2c(c1)OCO2)N1CCOCC1 (stereo not drawn),5%
O=[N+]([O-])CC1(n2nc3ccccc3n2)CCCCC1,10%
CN(CC(=O)Nc1ccc(F)cc1)C(=O)CSc1ccc2c(c1)OCCO2,-10%
C[C@H](CO)N1C[C@H](C)[C@@H](CN(C)Cc2ccc(C(=O)O)cc2)Oc2ccc(NS(C)(=O)=O)cc2C1=O,4%

The list goes on; it opens with the 6 that closed the last part.
mol,L3MBTL1 block
CN(C)Cc1c(O)ccc2cc(-c3nc4ccccc4n3C)c(=O)oc12,1%
CCC(C)c1ccc(C(CC)NC(=O)C2CCCO2)cc1 (stereo not drawn),13%
Cc1cc(F)ccc1S(=O)(=O)NCC(c1ccc2c(c1)OCO2)N1CCOCC1 (stereo not drawn),5%
O=[N+]([O-])CC1(n2nc3ccccc3n2)CCCCC1,10%
CN(CC(=O)Nc1ccc(F)cc1)C(=O)CSc1ccc2c(c1)OCCO2,-10%
C[C@H](CO)N1C[C@H](C)[C@@H](CN(C)Cc2ccc(C(=O)O)cc2)Oc2ccc(NS(C)(=O)=O)cc2C1=O,4%
CC(C(=O)Nc1ccccn1)c1ccccc1 (stereo not drawn),3%
Cc1cc(C)cc(NC(=O)C(=O)NCC2CCCN2S(=O)(=O)c2cccs2)c1 (stereo not drawn),-12%
O=C(CN1CCN(S(=O)(=O)c2ccc(Cl)s2)CC1)N1CCCCC1,-3%
COc1ccccc1N(Cc1ccccc1)S(=O)(=O)c1cccc(C(=O)Nc2ncccc2C)c1,1%
COc1ccc(S(=O)(=O)N2CCOC2CNC(=O)C(=O)NCCc2ccccc2)cc1 (stereo not drawn),45%[activator]
O=[N+]([O-])c1ccc(N/N=C/c2cccc(O)c2O)cc1,-4%[2.29 µM]
Cc1ccc(CC(=O)NCCN2CCOCC2)cc1,2%
CCOc1ccc(NC(=O)C2CCN(S(=O)(=O)CC)CC2)cc1,-3%
COc1ccc(NC(=O)CN2CCc3ccccc3C2)c(OC)c1,-5%
COc1cc(-c2nnc(NC(=O)c3ccco3)o2)cc(OC)c1OC,-4%
COc1ccc(/C=C2\Oc3cc(OCC(=O)N4CCC[C@H]4C(=O)O)ccc3C2=O)cc1OC,3%
CCn1c(=O)c(C(=O)NC(C)c2ccccc2)c(O)c2ccccc21 (stereo not drawn),5%
C[C@H](CO)N1C[C@H](C)[C@@H](CN(C)C(=O)NC2CCCCC2)Oc2ccc(NC(=O)Nc3ccc(C(F)(F)F)cc3)cc2C1=O,-3%
O=C(c1cc(-c2ccncc2)nc2ccccc12)N1CCN(c2ncccn2)CC1,0%
Cc1ccc2nc(SCC(=O)Nc3ccc(Cl)cc3)nc(=O)n2c1,6%
C#CCOc1ccc(/C=C2/C(=O)N(c3cccc(C(=O)O)c3)N=C2C)cc1OC,-13%
CCNC(=O)N(C)C[C@H]1N[C@@](C)(C(=O)OC)[C@H]2C(=O)N(Cc3ccccc3)C(=O)[C@@H]12,9%
CCCCN1CC(=O)N2[C@H]3c4cc(Br)ccc4OC[C@@H]3[C@H](C(=O)OCC)[C@]2(C)C1=O,0%
CCOC(=O)/C=C/c1ccc2oc3ccccc3c(=O)c2c1,-1%
O=c1cc(OCc2ccccc2)cc[nH]1,28µM*
COc1ccc(N2CCN(C(=O)COC(=O)c3ccc(C)o3)CC2)cc1,-6%
Cc1csc(=O)n1CCC(=O)OCc1nnc(-c2ccc([N+](=O)[O-])cc2)o1,-1%
CCOC(=O)c1cccc(NC(=S)NC(=O)c2cccnc2)c1,-2%
Cc1ccc(C)c(NC(=O)CCN2CCN(CCO)CC2)c1,2%[2.29 µM]
O=C1CC(c2cccc(O)c2)Oc2ccccc21 (stereo not drawn),0%
O=C(NCC1CCCCC1)C1(CC2CC(c3cccc(Br)c3)=NO2)CCNCC1 (stereo not drawn),-10%
COc1cc(OC)c(C(=O)OCC(=O)Nc2ccc(S(=O)(=O)N3CCOCC3)cc2)cc1OC,-5%
Cc1nc(SCC(=O)N2CCN(C(=O)c3cccs3)CC2)c2c(C)c(C)sc2n1,?
Cc1cc(NC(=O)COC(=O)c2ccc(S(=O)(=O)C(F)F)cc2)n(-c2ccccc2)n1,4%
CC(C)(C)OC(=O)CNC(=O)c1[nH]cnc1C(=O)NCCCCCN,5%
Cc1ccc(S(=O)(=O)N2CCOCC2)cc1C(=O)OCC(=O)NC1CC1,-8%
